From PubChem
Rat MKP-3 inhibitors – inhibition of rat DUSP6 enzyme activity – biochemical, in vitro, primary screen (AID 425); 110,000 compounds, 0.17% hits; recombinant MKP-3 phosphatase activity, fluorescence; higher % means a stronger effect; inhibition, % at 20 µM, or IC50 in µM where a hit was titrated; in the data active means inhibition above about 50%;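 further: plate controls were vehicle for no effect and reference inhibitor for full effect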
Hsp70 displacement – small molecules displacing fluorescent ligand from Hsp70 – biochemical, fluorescence polarization, primary screen (AID 583); Hsp70 fluorescence polarization probe displacement, mP; higher % means a stronger effect; displacement, % at 20 µM, or IC50 in µM where a hit was titrated; 140,000 compounds, 0.06% hits; in the data active means displacement above about 50%;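 further: plate controls were vehicle for no effect and reference ligand for full effect; a part of the inactive calls stands beside numbers as strong as those of hits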
An asterisk follows results filed as active; x = no result given; & = joins results of further samples. An excerpt (hit frequency here may not be typical).

SMILES	Rat MKP-3 inhibitors	Hsp70 displacement
CC(C)c1ccc(N2C(=O)NC(=O)/C(=C/c3cn(C)c4ccccc34)C2=O)cc1	6%	3.0%
Cc1c(NC(=O)C(C)N2CC(C)OC(C)C2)c(=O)n(-c2ccccc2)n1C (centres undefined)	-9%	7.0%
O=C1NC(=S)S/C1=C/c1ccc(Oc2ccc(C(F)(F)F)cc2[N+](=O)[O-])c(Cl)c1	5%	44%
CCOc1ccc(CCNS(=O)(=O)c2cccc3nsnc23)cc1OCC	-5%	9.0%
O=C(CCC1=NS(=O)(=O)c2ccccc2N1)NC1CCCCCCC1	47%	6.9%
CCOCC(=O)Nc1ccc(S(=O)(=O)N2CCOCC2)cc1	-1%	1.6%
Cc1ccc(SCCNC(=S)Nc2ccccc2)cc1	x	-0.1%
O=C(O)c1ccc(S(=O)(=O)c2ccc3c(c2)C(=O)N(c2ccccc2[N+](=O)[O-])C3=O)cc1	2%	1.1%
Cc1ccc(NC(=O)C(=O)NCC(O)c2ccccc2)cc1 (centres undefined)	3%	-0.8%
Cn1ccnc1C(O)c1ccc(OCc2ccccc2)cc1 (centres undefined)	-12%	-0.4%
CCCCn1nnnc1SCC(=O)Nc1cccc(C)n1	-8%	1.7%
CCOC(=O)c1c(NC(=O)c2ccc(Cl)cc2)sc2ccccc12	0%	-0.6%
CCOC(=O)Cn1c(CCC(=O)O)ccc1-c1ccc(F)cc1	5%	0.2%
CSc1nc2ccccc2n1CC(=O)Nc1cc(C(F)(F)F)ccc1N1CCOCC1	x	0.8%
C/C(=N\NC(=O)CC1N=C(Cc2ccccc2)NNC1=O)c1ccccc1 (centres undefined)	x	0.3%
COc1ccc(N2C(=O)CCC(C(=O)N3CCCCCC3)C2c2ccc(OC)c(OC)c2)cc1 (centres undefined)	-6%	-0.6%
CCOP(C)(=O)C1(C(=O)OCc2ccccc2)CC1 (centres undefined)	-9%	-0.8%
CN(C)C(CNC(=O)CCCc1c[nH]c2ccccc12)c1ccco1 (centres undefined)	-7%	1.3%
CCOC(=O)CSc1nnc(CNC(=O)c2cccs2)n1-c1cc(OC)ccc1OC	-5%	-4.5%
O=C(O)c1ccc(CSCc2ccco2)cc1	-6%	1.6%
Cc1ccc(CN2CCN(CC(=O)NCc3ccc(Cl)cc3)C2=O)cc1	3%	x
CC(C1CC1)N(C(=O)c1ccccc1O)c1ccccc1 (centres undefined)	2%	8.0%
Cc1c(Cl)c([N+](=O)[O-])nn1CC(=O)Nc1cc(C(F)(F)F)ccc1Cl	-2%	1.3%
COC(=O)c1c(N)sc2c1CCc1ccccc1-2	3%	-4.5%
Fc1c(F)c(F)c(SCCc2ccncc2)c(F)c1F	0%	-0.9%
O=C(Nc1ccc(Cl)cc1Cl)C1CC(=O)N(c2ccc(Br)cc2)C1 (centres undefined)	0%	1.6%
COc1ccc(C(=O)Nc2cccc(S(N)(=O)=O)c2)cc1	2%	1.5%
C/[N+]([O-])=C1\Cc2ccccc2C1=O	-8%	0.0%
O=C(c1ccco1)N1CCN(C(c2ccc(Cl)cc2)c2nnnn2CC2CCCO2)CC1 (centres undefined)	-5%	-1.5%
Cc1ccc(N2CC(C(=O)Nc3ccccc3C(=O)NC3CCCCC3)CC2=O)cc1 (centres undefined)	x	1.2%
O=C1NC(=S)N/C1=C/c1ccc(-c2cc([N+](=O)[O-])ccc2Cl)o1	36%	17%
O=C1c2cccc3cccc(c23)C(=O)N1CC1CCN(S(=O)(=O)c2ccc(F)cc2)CC1	2%	0.2%
CC(C)(C)c1ccc(C(CC(=O)c2ccc(Br)cc2)S(=O)(=O)c2ccccc2)cc1 (centres undefined)	3%	-5.1%
CCCCCn1c(SCC2CCCO2)nc2cc(C(=O)N3CCC(C(N)=O)CC3)ccc2c1=O (centres undefined)	4%	0.9%
Cc1ccc(NC(=O)C(Cl)Cl)c(Br)c1	-1%	0.0%
COc1ccc(S(=O)(=O)Nc2ccc(C(=O)Nc3ccccc3)cc2)cc1Br	2%	-1.4%
Cc1cc(C(=O)CSc2nnc(-c3ccco3)o2)c(C)n1Cc1ccco1	-13%	1.2%
COc1cc(OC)nc(NC(=O)CCl)n1	x	-2.3%
CCN(CC)CCC/C(=N\O)C(O)(c1ccccc1)c1ccccc1	2%	0.6%
c1coc(-c2nc3nc4ccccc4nc3n2-c2ccc3c(c2)OCCO3)c1	-10%	-6.1%
CCc1nc(C)ccc1OCC(=O)NCCCN(C)C	-2%	-7.6%
Cc1cnn(C(=S)NCc2ccco2)c1	-7%	5.4%
Cc1[nH]c2ccccc2c1/C=C/c1nc2ccccc2c(=O)n1-c1cccc([N+](=O)[O-])c1	8%	0.5%
CCOC(=O)CSc1nnc(Cc2cc(=O)[nH]c(=O)[nH]2)n1-c1ccc(Cl)cc1	-10%	-1.1%
CCOC(=O)c1cccc(NC(=O)c2ccc(OC)c(OC)c2)c1	3%	2.8%
Cc1ccc(NC2=CC(c3ccc([N+](=O)[O-])cc3)N(c3ccc(C)cc3)C2=O)cc1 (centres undefined)	-2%	0.2%
CS(=O)(=O)NCc1csc(-c2ccccc2)n1	6%	2.2%
O=C(Nc1ccc2snnc2c1)N1CCOCC1	-11%	-2.4%
N#C/C(=C\c1ccc(-c2ccc(Cl)cc2)o1)C(=O)Nc1ccccc1O	4%	-6.8%
COc1cccc(NC(=O)/C=C(\C(=O)O)c2ccc(Cl)cc2)c1	1%	-0.8%
CCC(C)c1ccccc1NC(=S)Nc1cccnc1 (centres undefined)	x	0.1%
CCOc1ccccc1NC(=O)COc1ccc(C(C)(C)C)cc1	-1%	4.4%
O=C(NCc1ccco1)c1ccccc1-c1nc(-c2ccccc2)no1	x	-0.6%
CCOc1ccc(OCC)c(NC(=O)CSc2nnc(Cn3cnc4ccccc43)n2C)c1	-2%	-0.6%
CCOC(=O)COn1c(=O)c(=O)n(OC)c2ccccc21	4%	1.8%
O=C(CCN1C(=O)c2ccccc2C1=O)N1CCOCC1	x	-0.2%
Cc1cc(C(=O)N2CCN(C(c3ccccc3)c3ccccc3)CC2)on1	-7%	-3.3%
CCOC(=O)c1cnn2c(C)cc(-c3ccccc3)nc12	-4%&-1%	4.2%&-4.2%
O=C(Cc1ccc(-c2ccccc2)cc1)Nc1cc(Cl)ccc1Cl	-1%	3.8%
CC1=CC(=NS(=O)(=O)c2ccc(C)cc2)C=C(C)C1=O	5%	1.1%
(continued)
SMILES	Rat MKP-3 inhibitors	Hsp70 displacement
O=C(c1ccco1)N1CCN(S(=O)(=O)c2ccc3[nH]c(=O)oc3c2)CC1	x	-5.4%
CC1(C)CC(=NN=C2CC(C)(C)NC(C)(C)C2)CC(C)(C)N1	-1%	-4.7%
O=C(O)CCCN1C(=O)C(=O)/C(=C(/O)c2ccccc2)C1c1ccccc1[N+](=O)[O-] (centres undefined)	-2%	2.1%
Cc1cc(C)c2nc(N3CCC(C(=O)N4CCN(C(=O)c5ccco5)CC4)CC3)sc2c1	x	-2.4%
CCOC(=O)N1CCC(NC(=O)c2cc(S(=O)(=O)N3CCc4ccccc43)cn2C)CC1	-2%	7.1%
Cc1ccc(C(=O)Nc2ccc(Cc3ccncc3)cc2)cc1[N+](=O)[O-]	3%	3.8%
CCc1nc(-c2ccccc2)cc(=O)[nH]1	x	-3.3%
CC(=O)c1sc(NC(=O)c2ccc(C)cc2)nc1C	x	8.0%
O=C(CN(c1ccc(Br)cc1)S(=O)(=O)c1ccccc1)NCCOc1ccccc1	-3%	2.0%
O=C(NC1CCCCC1)C1CCCN(S(=O)(=O)c2cccs2)C1 (centres undefined)	-5%	-2.3%
COc1ccc(C(=O)N2CCN(Cc3cccc(F)c3)CC2)cc1	2%	-0.7%
Cc1ccc(-n2nc3c(c2NC(=O)c2ccc4c(c2)OCO4)CSC3)cc1	3%	-2.9%
Cn1c(=O)c2c(nc(CN3CCN(c4ccccc4)CC3)n2Cc2ccccc2Cl)n(C)c1=O	-9%	0.3%
O=C(NC12CC3CC(CC(C3)C1)C2)N1CCC(n2nnc3ccccc32)CC1	-11%	-4.3%
Cc1nc(-c2ccccc2)sc1C(=O)Nc1ccc(Br)cc1	-2%	-0.6%

Some of the entries above, set out differently.
Values in the order – Rat MKP-3 inhibitors | Hsp70 displacement
- CCOC(=O)c1cnn2c(C)cc(-c3ccccc3)nc12
 : -4%&-1% | 4.2%&-4.2%
- O=C(Cc1ccc(-c2ccccc2)cc1)Nc1cc(Cl)ccc1Cl
 : -1% | 3.8%
- CC1=CC(=NS(=O)(=O)c2ccc(C)cc2)C=C(C)C1=O
 : 5% | 1.1%
- O=C(c1ccco1)N1CCN(S(=O)(=O)c2ccc3[nH]c(=O)oc3c2)CC1
 : x | -5.4%
- CC1(C)CC(=NN=C2CC(C)(C)NC(C)(C)C2)CC(C)(C)N1
 : -1% | -4.7%
- O=C(O)CCCN1C(=O)C(=O)/C(=C(/O)c2ccccc2)C1c1ccccc1[N+](=O)[O-] (centres undefined)
 : -2% | 2.1%
- Cc1cc(C)c2nc(N3CCC(C(=O)N4CCN(C(=O)c5ccco5)CC4)CC3)sc2c1
 : x | -2.4%
- CCOC(=O)N1CCC(NC(=O)c2cc(S(=O)(=O)N3CCc4ccccc43)cn2C)CC1
 : -2% | 7.1%
- Cc1ccc(C(=O)Nc2ccc(Cc3ccncc3)cc2)cc1[N+](=O)[O-]
 : 3% | 3.8%
- CCc1nc(-c2ccccc2)cc(=O)[nH]1
 : x | -3.3%
- CC(=O)c1sc(NC(=O)c2ccc(C)cc2)nc1C
 : x | 8.0%
- O=C(CN(c1ccc(Br)cc1)S(=O)(=O)c1ccccc1)NCCOc1ccccc1
 : -3% | 2.0%
- O=C(NC1CCCCC1)C1CCCN(S(=O)(=O)c2cccs2)C1 (centres undefined)
 : -5% | -2.3%
- COc1ccc(C(=O)N2CCN(Cc3cccc(F)c3)CC2)cc1
 : 2% | -0.7%
- Cc1ccc(-n2nc3c(c2NC(=O)c2ccc4c(c2)OCO4)CSC3)cc1
 : 3% | -2.9%
- Cn1c(=O)c2c(nc(CN3CCN(c4ccccc4)CC3)n2Cc2ccccc2Cl)n(C)c1=O
 : -9% | 0.3%
- O=C(NC12CC3CC(CC(C3)C1)C2)N1CCC(n2nnc3ccccc32)CC1
 : -11% | -4.3%
- Cc1nc(-c2ccccc2)sc1C(=O)Nc1ccc(Br)cc1
 : -2% | -0.6%

(further entries)
SMILES	Rat MKP-3 inhibitors	Hsp70 displacement
FC(F)(F)COc1nc(N2CCOCC2)nc(N2CCN(Cc3ccccc3)CC2)n1	1%	0.3%
CCOC(=O)C(CCCOc1ccc(C(C)(C)C)cc1)C(=O)OCC	1%	-1.5%
COc1ccc(CN(Cc2ccccn2)S(=O)(=O)c2ccc(-n3cnnn3)cc2)cc1	6%	2.4%
COc1cc(C2C(C#N)=C(N)Oc3cc(N(C)C)ccc32)cc2c1OCO2 (centres undefined)	-8%	-39%
COc1ccc(/C(O)=C/C(=O)C(F)(F)F)cc1	-1%	8.6%
COC(=O)c1ccccc1S(=O)(=O)Nc1ccc(OC)nc1	-1%	3.9%
NNC(=O)C1c2ccccc2Oc2ccccc21	-1%	5.0%
Cc1cc(C)cc(NC2=NC3(CCCCC3)N=C(N)N2)c1	5%&-2%	0.4%&1.7%
COc1ccc(NC(=O)CC#N)cc1OC	x	4.2%
COC(=O)c1ccc(/C=N/N=C2\C(=O)Nc3ccccc32)cc1	4%	-0.9%
COc1ccc(-c2cc3nc(C)cc(N)n3n2)cc1	x	0.6%
COc1ccccc1NC(=O)CCn1cccc1	x	3.6%
COCCNS(=O)(=O)c1cc(OC)c(Cl)cc1Cl	-1%	0.6%
O=C1N=c2ccc(Br)cc2=C1c1sc(=S)n(C(Cc2ccccc2)C(=O)O)c1O (centres undefined)	1%	8.2%
Cc1[nH]c2ccccc2c1C(=O)CN1CCSCC1	-5%	6.6%
O=C(NC12CC3CC(CC(C3)C1)C2)c1ccc(S(=O)(=O)N2CCOCC2)cc1	-12%&1%	2.2%&0.1%
CCOC(=O)COn1c(=O)c(=O)n(O)c2ccccc21	-9%	1.8%
CCOC(=O)C1=C(C)NC(C)=C(C(=O)OCC)C1c1ccccn1	-8%	1.5%
NC(=O)C1CCN(C(=O)CN(c2cccc(C(F)(F)F)c2)S(=O)(=O)c2ccccc2)CC1	-21%	-0.3%
Clc1cccc2sc(N3CCN(c4ccccc4)CC3)nc12	6%	-5.4%
CCc1ccc(-c2csc3[n+]2CCN3C(C)=O)cc1	x	0.6%
COc1cc(NC(=O)c2noc3c2CCC3)c(OC)cc1Cl	7%	19%
COc1ccc(F)cc1S(=O)(=O)N1CCCC(C)C1 (centres undefined)	x	-0.8%
CCCc1cc(C(=O)OC)c(NC(=O)OCC)s1	-9%	2.9%
O=C(CSc1nnc(SCC(=O)NC2CCCC2)s1)NC1CCCC1	-1%	3.8%
Cc1nc2cc(-c3cccc(F)c3)nn2c(C)c1CCC(=O)NC(C)CCc1ccco1 (centres undefined)	-5%	-6.0%
N#Cc1c(NCc2ccccc2)ncc2c1Nc1ccccc1C2	1%	3.6%
Cc1c(C(=O)NCC2COc3ccccc3O2)oc2ccc(S(=O)(=O)N3CCOCC3)cc12 (centres undefined)	0%	-1.5%
O=C(c1ccc(Cl)cc1)N1CCN(c2ccc([N+](=O)[O-])c(Sc3cccc4cccnc34)c2)CC1	3%	2.1%
COc1cc(C)c(-c2cc(C(=O)O)c(C)o2)cc1C(C)C	-6%	-1.3%
CCCCCCNC(=O)c1cc(-c2ccco2)nc2ccccc12	x	0.1%
Cc1cc2oc(=O)cc(COC(=O)Cn3cnnn3)c2cc1C(C)C	-4%	-0.5%
CCS(=O)(=O)N1CCN(C2CCC(c3ccccc3)CC2)CC1 (centres undefined)	-11%	-0.2%
CCOc1cc(/C=N/NC(=O)c2cccs2)ccc1OCc1ccc([N+](=O)[O-])cc1	0%	10%
Brc1nnc2n1-c1ccccc1Sc1ccccc1-2	x	-2.0%
O=C(CSCc1ccco1)Nc1cc(C(F)(F)F)ccc1N1CCOCC1	4%	0.5%
Cc1ccccc1OCC(=O)N(Cc1nc(-c2ccccc2)no1)C(C)C	4%	5.6%
Cc1ccc(Cl)cc1NC(=O)CN(c1cccc(Cl)c1)S(C)(=O)=O	6%	4.1%
CN1C(=O)OC2(C)CCc3ccccc3C12C (centres undefined)	-2%	1.0%
